Runt-CBFb FRET: inhibitors of RUNX1 Runt–CBFb binding, primary screen, biochemical, FRET, Cerulean-Runt, Venus-CBFb, uHTS. hit rate 0.46% among 220,000. inhibition, % at 20 µM. Cerulean-Runt/Venus-CBFb FRET ratio 530/480, 1 h. AID 1496, 2009;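 active = inhibition over about 50% at 20 µM in the single-dose screen, limit read from the data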;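 note: 0% = DMSO wells and 100% = excess unlabeled CBFb competitor control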
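test system = Cerulean-Runt domain fusion protein, energy donor | probe or stimulus = Venus-CBFb binding partner, 100 nM | incubation = two 1 h room-temperature incubations shielded from light | detection = fluorescence energy transfer, 422 nm excitation, 530/480 nm emission | measure = loss of energy transfer signal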
FXIIa inh 1536: human FXIIa protease inhibitors, primary screen, biochemical, 1536-well | Coagulation factor XII (Homo sapiens), P00748 | purified FXIIa, Boc-QGR-AMC fluorogenic substrate, 2 h | inhibition, % at 5 µM | hit rate 0.3% among 220,000; in the data active = inhibition above about 40%;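 note: 0% = enzyme with no compound and 100% = blank without enzyme; many of its hits are not listed in these tables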
Runt-SMMHC FRET: inhibitors of RUNX1 Runt–CBFb-SMMHC binding, primary screen, biochemical, FRET, Cerulean-Runt, Venus-CBFb-SMMHC, uHTS. hit rate 0.74% among 220,000. Runt-related transcription factor 1 (Homo sapiens) + Core-binding factor subunit beta …. Cerulean-Runt/Venus-CBFb-SMMHC FRET ratio 530/480, 1 h. inhibition, % at 20 µM;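 active = mean inhibition across duplicate retests at 20 µM reaching about 50%, limit read from the data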;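 note: 0% = DMSO wells and 100% = wells with excess untagged CBFb-SMMHC; inhibitors lower the FRET ratio by blocking Runt binding to CBFb-SMMHC; some results filed as inactive read as strong as hits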
FXIa inh: human FXIa protease inhibitors, primary screen, biochemical, 1536-well. Coagulation factor XI (Homo sapiens), P03951. purified FXIa, Boc-Glu-Ala-Arg-AMC fluorogenic substrate. inhibition, % at 5 µM. hit rate 0.14% among 220,000. AID 798, 2007;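 active = inhibition of at least 40%; inactive = inhibition below 40%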;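 note: fluorescence of freed AMC excited at 355 nm; 0% = enzyme without compound and 100% = no enzyme blank; many of its hits are not listed in these tables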
Wee1 degr inh: Wee1 degradation inhibitors, primary screen, cell-based, HeLa, Wee1K328M-luciferase, luminescence | Wee1-like protein kinase (Homo sapiens), P30291 | HeLa Luc-Wee1K328M stability; 100% = proteasome inhibitor MG132 effect | reporter increase, % at 5 µM | hit rate 1.2% among 220,000 | AID 1321, 2008;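 active = activation above the mean of all tested compounds plus 3 SD, set per screening run, cut at about 8.8% in these data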;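 note: cells exposed to compound for 20 h before luminescence read; 0% = DMSO alone and 100% = MG132 at 30 µM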
14-3-3 Bad inh: inhibitors of 14-3-3 zeta/Bad binding, primary screen, biochemical, TR-FRET, bovine 14-3-3 zeta; AID 781, 2007; 14-3-3 protein zeta/delta (Bos taurus), P63103; inhibition, % at 21.7 µM; hit rate 0.71% among 220,000; TR-FRET 14-3-3zeta/Dy647-pBad peptide displacement, 1 h;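 active = inhibition above about 70%, limit read from the data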;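 note: 0% = full 14-3-3 plus peptide FRET controls and 100% = background without 14-3-3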
Target sequence (P63103 whole entry, looked up): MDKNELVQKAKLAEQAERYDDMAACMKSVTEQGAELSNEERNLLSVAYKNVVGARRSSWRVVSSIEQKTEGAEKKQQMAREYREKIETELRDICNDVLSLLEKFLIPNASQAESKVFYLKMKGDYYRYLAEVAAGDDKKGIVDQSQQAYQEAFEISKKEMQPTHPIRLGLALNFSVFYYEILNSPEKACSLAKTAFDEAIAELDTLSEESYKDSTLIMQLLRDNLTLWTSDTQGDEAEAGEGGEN
thrombin 1536: human alpha-thrombin inhibitors, primary screen, counter-screen for coagulation protease inhibitor project, biochemical, 1536-well, fluorogenic AMC substrate | Prothrombin (Homo sapiens), P00734 | Boc-VPR-AMC fluorogenic substrate cleavage | inhibition, % at 5 µM | hit rate 0.26% among 220,000;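 active = inhibition at or above 40%; inactive = inhibition below 40%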;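 note: 0% = enzyme with no compound and 100% = wells without enzyme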
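Material: human alpha-thrombin protein. Incubation: reaction at ambient temperature. Technique: fluorescence of released AMC, ex 355 nm, em 460 nm. Control set: no-compound enzyme wells and no-enzyme blanks. Also added: Boc-VPR-AMC substrate, 15 µM final. Buffer or medium: pH 7.5 Tris (50 mM) with NaCl 150 mM, Tween 20 0.05%.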
Hck Nef HTS: inhibitors of Nef-activated human Hck kinase, primary screen, biochemical, Z-Lyte FRET, 384-well, Hck-YEEI; Tyrosine-protein kinase HCK (Homo sapiens), P08631; Recombinant Hck-YEEI plus Nef, Z-Lyte FRET kinase assay; inhibition, % at 20 µM; hit rate 0.68% among 220,000;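 active = Hck-Nef kinase inhibition above about 50%, limit read from the data; inactive = inhibition below that limit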;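 note: 0% = DMSO with Hck plus Nef and 100% = Hck alone without Nef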
Target sequence (P08631 whole entry, looked up): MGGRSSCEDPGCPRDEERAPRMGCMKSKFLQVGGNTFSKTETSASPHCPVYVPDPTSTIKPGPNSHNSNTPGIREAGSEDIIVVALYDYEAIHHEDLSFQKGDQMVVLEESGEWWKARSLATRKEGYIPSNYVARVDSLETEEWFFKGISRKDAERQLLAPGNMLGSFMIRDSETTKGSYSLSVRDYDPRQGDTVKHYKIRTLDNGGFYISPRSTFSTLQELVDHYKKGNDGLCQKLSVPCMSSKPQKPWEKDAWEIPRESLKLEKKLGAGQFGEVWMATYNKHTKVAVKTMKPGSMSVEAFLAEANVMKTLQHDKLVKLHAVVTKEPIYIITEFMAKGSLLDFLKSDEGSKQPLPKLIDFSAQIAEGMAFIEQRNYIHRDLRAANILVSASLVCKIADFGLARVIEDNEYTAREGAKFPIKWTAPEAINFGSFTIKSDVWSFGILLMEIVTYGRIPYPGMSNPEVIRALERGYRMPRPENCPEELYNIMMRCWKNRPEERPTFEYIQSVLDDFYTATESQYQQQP
KLK5 inh: human KLK5 protease inhibitors, primary screen, biochemical, 1536-well; recombinant hK5, fluorogenic AMC substrate cleavage; inhibition, % at 5 µM; hit rate 0.59% among 210,000;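 active = inhibition of 40% or more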;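 note: 0% = enzyme controls without compound and 100% = no-enzyme blanks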
Target sequence (Q9Y337 67-293 limits assumed): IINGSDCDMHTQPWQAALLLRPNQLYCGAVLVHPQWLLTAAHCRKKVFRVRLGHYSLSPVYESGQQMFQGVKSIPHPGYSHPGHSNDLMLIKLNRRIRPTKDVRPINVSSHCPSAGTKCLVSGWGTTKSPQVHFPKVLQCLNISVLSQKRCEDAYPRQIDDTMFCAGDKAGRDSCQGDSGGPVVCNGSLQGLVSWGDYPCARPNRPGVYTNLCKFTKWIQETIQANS
Active calls of the source: *; [ ] = another dose, or the depositor's remark.

`O=C(Cn1c(=O)oc2ccccc21)Nc1ccc(S(=O)(=O)N2CCCCC2)cc1` gave Runt-CBFb FRET -2, FXIIa inh 1536 0, Runt-SMMHC FRET -1, FXIa inh 0, Wee1 degr inh 1, 14-3-3 Bad inh 2, thrombin 1536 -1, Hck Nef HTS 0 and KLK5 inh 6.
For Cc1sc2ccccc2[n+]1CCC(C)S(=O)(=O)[O-] (centres undefined) the results were Runt-CBFb FRET 49, FXIIa inh 1536 17, Runt-SMMHC FRET 35, FXIa inh 5, Wee1 degr inh 0, 14-3-3 Bad inh 0, thrombin 1536 1, Hck Nef HTS 1 and KLK5 inh -21.
`CC(C(=O)O)n1c(-c2ccn[nH]2)n[nH]c1=S` (centres undefined) gave Runt-CBFb FRET 9, FXIIa inh 1536 6, Runt-SMMHC FRET 6, FXIa inh 3, Wee1 degr inh 1, 14-3-3 Bad inh 0, thrombin 1536 -6, Hck Nef HTS -2 and KLK5 inh -6.
Cn1cc([N+](=O)[O-])c(C(=O)Nc2ccn(C34CC5CC(CC(C5)C3)C4)n2)n1 was read as Runt-CBFb FRET 1, FXIIa inh 1536 -1, Runt-SMMHC FRET 1, FXIa inh 0, Wee1 degr inh -2, 14-3-3 Bad inh -8, thrombin 1536 -16, Hck Nef HTS 4 and KLK5 inh -12.
COc1ccc(OCc2cccc(C(=O)O)c2)cc1 was read as Runt-CBFb FRET -1, FXIIa inh 1536 7, Runt-SMMHC FRET -1, FXIa inh -2, 14-3-3 Bad inh 3, thrombin 1536 -4 and KLK5 inh -12.
`Cc1ccnc(NC(=O)c2c(-c3ccccc3Cl)noc2C)c1` gave Runt-CBFb FRET 0, FXIIa inh 1536 8, Runt-SMMHC FRET 3, FXIa inh 2, Wee1 degr inh 2, 14-3-3 Bad inh -3[fluorescence artefact?], thrombin 1536 -7, Hck Nef HTS -30 and KLK5 inh -10.
Screening CCNS(=O)(=O)c1c(C)cc(C)c(N(C)S(=O)(=O)c2ccccc2)c1C returned Runt-CBFb FRET 0, FXIIa inh 1536 4, Runt-SMMHC FRET 0, FXIa inh -1, Wee1 degr inh 4, 14-3-3 Bad inh -12, thrombin 1536 4, Hck Nef HTS 25 and KLK5 inh 0.
Screening Cc1c(N2C(=O)C(=O)/C(=C(/O)c3ccccc3)C2c2ccc(F)cc2)c(=O)n(-c2ccccc2)n1C (centres undefined) returned Runt-CBFb FRET 0, FXIIa inh 1536 0, Runt-SMMHC FRET 0, FXIa inh 11, Wee1 degr inh -2, 14-3-3 Bad inh -13[fluorescence artefact?], thrombin 1536 9, Hck Nef HTS 2 and KLK5 inh 2.
Screening Cc1cc[n+](CC(=O)Nc2nc3ccccc3s2)cc1 returned Runt-CBFb FRET 0, FXIIa inh 1536 8, Runt-SMMHC FRET -1, FXIa inh 2, Wee1 degr inh -4, 14-3-3 Bad inh 0, thrombin 1536 1, Hck Nef HTS 16 and KLK5 inh 4.
Cc1ccc(OCC(=O)N2CC(C)OC(C)C2)c([N+](=O)[O-])n1 (centres undefined) was read as Runt-CBFb FRET -3, FXIIa inh 1536 13, Runt-SMMHC FRET 3, FXIa inh 2, Wee1 degr inh 2, 14-3-3 Bad inh -15, thrombin 1536 -5, Hck Nef HTS 26 and KLK5 inh -3.
Screening CC1=C(C(=O)Nc2ccccc2C)C2(CCCC2)C(C(N)=O)C(=O)N1 (centres undefined) returned Runt-CBFb FRET 1, FXIIa inh 1536 9, Runt-SMMHC FRET -8, FXIa inh 3, Wee1 degr inh -1, 14-3-3 Bad inh 6, thrombin 1536 -3, Hck Nef HTS 1 and KLK5 inh 2.
For COC(=O)CCCC1=CC2=CC(=O)C(C)(OC(=O)c3cccs3)C(=O)C2=CN1Cc1ccc2c(c1)OCO2 (centres undefined) the results were Runt-CBFb FRET 1, FXIIa inh 1536 7, Runt-SMMHC FRET 0, FXIa inh -3, 14-3-3 Bad inh -4, thrombin 1536 -2, Hck Nef HTS 53* and KLK5 inh 0.
For CC(C)N(C)C1CCN(C(=O)Nc2ccc(Cl)cc2)CC1 the results were Runt-CBFb FRET 0, FXIIa inh 1536 -6, Runt-SMMHC FRET 1, FXIa inh -9, Wee1 degr inh -1, 14-3-3 Bad inh -10[fluorescence artefact?], thrombin 1536 -4, Hck Nef HTS -2 and KLK5 inh -4.
`Cc1cc(C)n(C(=O)CNC(=O)c2ccc3c(c2)OCCO3)n1` gave Runt-CBFb FRET 1, FXIIa inh 1536 4, Runt-SMMHC FRET -4, FXIa inh -4, Wee1 degr inh 2, 14-3-3 Bad inh -1, thrombin 1536 5, Hck Nef HTS 1 and KLK5 inh -24.
`COc1ccccc1OCC(=O)N(Cc1nc(-c2ccccc2)no1)C1CCCCC1` gave Runt-CBFb FRET -2, FXIIa inh 1536 5, Runt-SMMHC FRET 2, FXIa inh 5, Wee1 degr inh -3, 14-3-3 Bad inh 7, thrombin 1536 -9, Hck Nef HTS 1 and KLK5 inh 4.
COc1ccc(-c2[nH]ncc2-c2cnn(-c3ccccc3)c2)c(O)c1 was read as Runt-CBFb FRET -1, FXIIa inh 1536 12, Runt-SMMHC FRET -2, FXIa inh 5, Wee1 degr inh 0, 14-3-3 Bad inh 7, thrombin 1536 2, Hck Nef HTS 3 and KLK5 inh 3.
C=CCn1c(=O)[nH]c2cc(C(=O)N3CCN(c4cc(C)ccc4C)CC3)ccc2c1=O was read as Runt-CBFb FRET -3, FXIIa inh 1536 3, Runt-SMMHC FRET 2, FXIa inh -7, Wee1 degr inh -2, 14-3-3 Bad inh -4, thrombin 1536 -11, Hck Nef HTS 3 and KLK5 inh -19.
For Brc1c(-c2ccc3c(c2)OCO3)nc2ncccn12 the results were Runt-CBFb FRET -2, FXIIa inh 1536 11, Runt-SMMHC FRET -1, FXIa inh -2, Wee1 degr inh 2, 14-3-3 Bad inh 1, thrombin 1536 -3 and Hck Nef HTS 8.
CCOC(=O)N1CCC(c2[nH][nH]c(=O)c2C)CC1 was read as Runt-CBFb FRET 2, FXIIa inh 1536 13, Runt-SMMHC FRET -1, FXIa inh -7, Wee1 degr inh -4, 14-3-3 Bad inh -3, thrombin 1536 0, Hck Nef HTS -1 and KLK5 inh -20.
`O=C(CNc1ccccc1)N/N=C/c1ccc2c(c1)OCO2` gave Runt-CBFb FRET 0, FXIIa inh 1536 6, Runt-SMMHC FRET -5, FXIa inh 5, Wee1 degr inh 3, 14-3-3 Bad inh -2[fluorescence artefact?], thrombin 1536 -1, Hck Nef HTS 3 and KLK5 inh -27.

Filtered by structure: those above containing a COOH group
`CC(C(=O)O)n1c(-c2ccn[nH]2)n[nH]c1=S` (centres undefined) gave Runt-CBFb FRET 9, FXIIa inh 1536 6, Runt-SMMHC FRET 6, FXIa inh 3, Wee1 degr inh 1, 14-3-3 Bad inh 0, thrombin 1536 -6, Hck Nef HTS -2 and KLK5 inh -6.
COc1ccc(OCc2cccc(C(=O)O)c2)cc1 was read as Runt-CBFb FRET -1, FXIIa inh 1536 7, Runt-SMMHC FRET -1, FXIa inh -2, 14-3-3 Bad inh 3, thrombin 1536 -4 and KLK5 inh -12.

Next part.
Screening CC1=C(C(=O)O)N2C(=O)C(NC(=O)c3nn(C)cc3[N+](=O)[O-])C2SC1 (centres undefined) returned Runt-CBFb FRET 1, FXIIa inh 1536 1, Runt-SMMHC FRET -4, FXIa inh -6, Wee1 degr inh -1, 14-3-3 Bad inh -5, thrombin 1536 -5, Hck Nef HTS 26 and KLK5 inh -9.
For Cc1nnc(SCC(=O)NCC2CCCO2)n1-c1ccccc1 (centres undefined) the results were Runt-CBFb FRET 0, FXIIa inh 1536 5, Runt-SMMHC FRET 3, FXIa inh -19, Wee1 degr inh -1, 14-3-3 Bad inh -12, thrombin 1536 0, Hck Nef HTS -5 and KLK5 inh -5.
Screening N/C(=N\OC(=O)COc1ccc(Cl)cc1)c1ccc(Cl)cc1 returned Runt-CBFb FRET 0, FXIIa inh 1536 10, Runt-SMMHC FRET 0, FXIa inh 33, Wee1 degr inh -2, 14-3-3 Bad inh 8, thrombin 1536 -3, Hck Nef HTS 6 and KLK5 inh 25.
Screening c1ccc2c(c1)CCNC2c1ccncc1 (centres undefined) returned Runt-CBFb FRET -1, FXIIa inh 1536 4, Runt-SMMHC FRET -2, FXIa inh 2, Wee1 degr inh 2, 14-3-3 Bad inh -3, thrombin 1536 -2, Hck Nef HTS 13 and KLK5 inh 4.
O=C(NCCCN1CCc2ccccc2C1)C1CCN(S(=O)(=O)N2CCC3(CC2)OCCO3)CC1 was read as Runt-CBFb FRET 1, FXIIa inh 1536 28, Runt-SMMHC FRET 4, FXIa inh 8, Wee1 degr inh 3, 14-3-3 Bad inh 0, thrombin 1536 17, Hck Nef HTS 10 and KLK5 inh 15.
NNC(=O)c1cccc(S(=O)(=O)Nc2cccc(C(F)(F)F)c2)c1 was read as Runt-CBFb FRET 2, FXIIa inh 1536 15, Runt-SMMHC FRET -1, FXIa inh -2, Wee1 degr inh -2, 14-3-3 Bad inh 4, thrombin 1536 -2, Hck Nef HTS 24 and KLK5 inh 4.

Two records drawn at random from the list so far, as already listed:
COc1ccc(OCc2cccc(C(=O)O)c2)cc1 was read as Runt-CBFb FRET -1, FXIIa inh 1536 7, Runt-SMMHC FRET -1, FXIa inh -2, 14-3-3 Bad inh 3, thrombin 1536 -4 and KLK5 inh -12.
For Cc1nnc(SCC(=O)NCC2CCCO2)n1-c1ccccc1 (centres undefined) the results were Runt-CBFb FRET 0, FXIIa inh 1536 5, Runt-SMMHC FRET 3, FXIa inh -19, Wee1 degr inh -1, 14-3-3 Bad inh -12, thrombin 1536 0, Hck Nef HTS -5 and KLK5 inh -5.

Screening data: PubChem, several laboratories

Compounds were not picked by outcome. Share with any hit: about 4.2%.
